Assay outcomes as filed in PubChem.
RXFP1 antagonist – qHTS Assay for Antagonists of the Relaxin Receptor RXFP1. 350,000 tested, 0.59% active. activity change, negative = inhibition, % at 57.5 µM. Relaxin receptor 1 (Homo sapiens), Q9HBX9. HEK293-RXFP1, relaxin-stimulated cAMP HTRF, 30 min; stronger effect = lower value;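 active means activity change of -60% or lower, but not beyond a set lower limit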; further: on the % scale 0 is the no-effect control and ±100 the full control effect
D2 PAM – HTS Assay for Positive Allosteric Modulators of the Human D2 Dopamine Receptor: Primary Screen for Potentiators; potentiation, % at 10 µM; 340,000 tested, 0.34% active; HEK293 T-REx D2, calcium flux, EC20 dopamine potentiation;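 active means potentiation over 3 SD above the plate norm, cut at about 30% in these data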; further: 0% is about no effect
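Cells plated with tetracycline inducer and held overnight at 30 C; calcium dye loaded 30–90 min at room temperature; baseline taken, compound added and read 180 s; EC20 dopamine then added and read 180 s.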
D1 agonist – Allosteric Agonists of the Human D1 Dopamine Receptor: qHTS; HEK293 T-REx D1 cells, calcium flux, agonist mode; D(1A) dopamine receptor (Homo sapiens), P21728; activation, % at 2 µM; 360,000 tested, 1% active; AID 504660, 2011; further: 0% is about no effect
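Inducible HEK293 T-REx D1 cells, force-coupled to calcium signalling, were plated at 4000 cells/well with tetracycline and held overnight at 30 C. After no-wash calcium dye loading, compound-evoked calcium rise over 180 s flagged agonists.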
TRHR ag – qHTS for Small Molecule Agonists and Allosteric Enhancers of Human TRH Receptor: Primary Screen for Agonists; TRHR cells, calcium flux fluo-8, FDSS agonist mode; activation, % at 2 µM; 360,000 tested, 0.18% active; AID 493084, 2011; further: 0% is about no effect
Target sequence (P34981 whole entry, looked up): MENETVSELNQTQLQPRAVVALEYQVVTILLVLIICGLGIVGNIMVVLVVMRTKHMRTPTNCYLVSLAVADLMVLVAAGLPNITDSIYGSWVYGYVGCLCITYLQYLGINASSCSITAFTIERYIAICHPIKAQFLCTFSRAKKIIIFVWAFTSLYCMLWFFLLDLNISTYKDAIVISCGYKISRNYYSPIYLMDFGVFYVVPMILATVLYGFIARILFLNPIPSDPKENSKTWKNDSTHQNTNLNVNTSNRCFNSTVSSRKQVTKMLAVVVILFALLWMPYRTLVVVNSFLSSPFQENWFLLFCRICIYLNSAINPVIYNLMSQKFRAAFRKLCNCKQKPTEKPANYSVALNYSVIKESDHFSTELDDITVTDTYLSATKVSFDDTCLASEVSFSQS
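TRHR-expressing cells loaded with fluo-8 calcium dye; 23 nL library compound pin-transferred, kinetic FDSS fluorescence (Ex 480/Em 530) recorded about 180 s for agonist-induced calcium release, before a 10 nM TRH EC20 addition for potentiator mode.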
D2 ag – HTS Assay for Allosteric Agonists of the Human D2 Dopamine Receptor: Primary Screen for Agonists; D(2) dopamine receptor (Homo sapiens), P14416; HEK293 T-REx D2 cells, calcium flux agonist mode; activation, % at 2 µM; 340,000 tested, 0.53% active;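 active means activation over 3 SD above normal in the single-dose calcium agonist read, cut at about 30% in these data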; further: 0% is about no effect
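Tetracycline-induced HEK293 Trex cells with D2 receptor force-coupled to calcium signaling, plated overnight at 30 C and loaded with no-wash calcium dye. Calcium flux read kinetically for 180 s after compound addition; responses flag agonists.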
D1 potentiator – Potentiators of Human D1 Dopamine Receptor: qHTS | potentiation, % at 10 µM | HEK293 TREx D1 cells, calcium flux, dopamine EC20 potentiation | 360,000 tested, 0.036% active; in the data active means potentiation above about 30%; further: 0% is about no effect
D1 antag – Antagonist of Human D 1 Dopamine Receptor: qHTS; 360,000 tested, 3.2% active; activity change, negative = inhibition, % at 10 µM; D(1A) dopamine receptor (Homo sapiens), P21728; AID 504652, 2011; HEK293 TREx D1 cells, calcium flux, dopamine EC80; stronger effect = lower value; in the data active means activity change below about -30%; further: on the % scale 0 is the no-effect control and ±100 the full control effect
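Kinetic fluorescence of a calcium dye serves as the read-out. D1-expressing Hek293 Trex cells, induced overnight at 30 C, are exposed to compound for 180 s before an EC80 dopamine addition, then read 180 s further.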
TRHR enhancer – qHTS for Small Molecule Agonists and Allosteric Enhancers of Human TRH Receptor: Primary Screen for Enhancers | AID 493056, 2011 | 360,000 tested, 0.66% active | Thyrotropin-releasing hormone receptor (Homo sapiens), P34981 | TRHR cells, fluo-8 calcium fluorescence, EC20 TRH enhancement | enhancement, % at 2 µM; in the data active means enhancement above about 30%; further: 0% is about no effect
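TRHR-expressing cells loaded with fluo-8 calcium dye were read kinetically (ex 480/em 530) during compound addition, then stimulated with an EC20 of TRH (10 nM final). Enhancement of the Gq-mediated intracellular calcium response was scored.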
D2 antagonist – HTS Assay for Allosteric Antagonists of the Human D2 Dopamine Receptor: Primary Screen for Antagonists. D(2) dopamine receptor (Homo sapiens), P14416. HEK293 TREx D2 cells, calcium flux, dopamine EC80. inhibition, % at 10 µM. 340,000 tested, 2% active. AID 485344, 2010; in the data active means inhibition above about 30%; further: 0% is about no effect
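Antagonism is scored as inhibition of an EC80 dopamine-evoked calcium signal in a force-coupled, tetracycline-inducible HEK293 T-REx D2 line, with compound present 180 s before agonist.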
The depositor's hits bear a star; / = no result given. Unless noted, no stated cut-off is given here; in the data, active means activation above about 30%; inactive means the rest.

Molecule | RXFP1 antagonist | D1 agonist | TRHR enhancer | D1 potentiator | D2 antagonist | D2 ag | D2 PAM | D1 antag | TRHR ag
COc1ccc(C(=O)N2CCN(C(=O)COc3ccc(C)cc3)CC2)cc1OC | 3.1 | -1.9 | 0.9 | -0.4 | / | 1.8 | -2.0 | -27.0 | -0.3
C=CCN(C(=O)COc1ccccc1)c1nnc(-c2ccncc2)s1 | -2.2 | 2.9 | 5.1 | 0.8 | 6.2 | -1.3 | -1.6 | 1.4 | -0.3
COC(=O)C1=C(C(=O)OC)C(c2cc(Br)ccc2O)c2sc(=O)[nH]c2S1 (stereo not drawn) | -16.8 | -0.3 | 6.5 | -3.2 | -0.8 | -0.5 | 8.2 | 0.4 | -0.1
CCOc1ccc(N(CC(=O)Nc2ccc(OC)cc2)S(=O)(=O)c2c(C)[nH]c(=O)[nH]c2=O)cc1 | -10.8 | -1.2 | 1.0 | 3.0 | -3.6 | -0.4 | 1.1 | 0.0 | 0.5
O=C(Nc1ccccc1)C1CC2CCC1C2 (stereo not drawn) | 8.0 | 1.8 | 4.8 | -3.8 | -5.2 | -1.2 | 2.9 | -7.9 | -0.2
CN1/C(=C\C(=O)c2cccc([N+](=O)[O-])c2)Sc2ccccc21 | 1.6 | -2.6 | 0.3 | 2.0 | -2.5 | -0.9 | 11.4 | 9.0 | -1.0
CC(C)n1c(SCC(=O)NCc2ccco2)nnc1C1CC1 | 0.8 | 3.6 | 0.1 | -0.5 | -1.1 | 0.4 | -1.3 | 6.2 | 0.4
COc1ccc(N2CCN(C(=O)COc3ccc(Cl)cc3Cl)CC2)cc1 | -6.2 | 0.4 | -7.8 | -11.8 | -13.4 | 0.0 | 9.7 | -3.2 | 0.3
CN(C)S(=O)(=O)c1cccc(NC(=O)COC(=O)CCc2nc3ccccc3s2)c1 | -3.2 | 8.7 | 1.9 | -8.1 | -6.1 | -0.2 | 2.8 | -8.7 | -0.4
CCOc1cc2nc3c4ccccc4n(C)c3nc2cc1OCC | -6.7 | 0.4 | 5.0 | -5.5 | -7.2 | 1.7 | -1.6 | -1.3 | -1.1
COc1cc2c(cc1OC)C(C)N(S(=O)(=O)c1cccs1)CC2 (stereo not drawn) | 3.5 | 2.9 | -3.9 | 0.2 | 0.2 | 0.6 | -4.7 | -19.2 | -0.7
CC(C)(C)c1ccc(C(=O)Nn2c(CCC(=O)O)ccc2-c2cccs2)cc1 | -6.9 | -0.5 | 1.5 | 12.5 | -24.8 | -0.3 | 11.4 | 3.4 | -0.7
COCCCn1c(C(=O)NCCC2=CCCCC2)cc2c(=O)n3ccccc3nc21 | 2.3 | -0.2 | -2.5 | 0.6 | 3.7 | -1.2 | -3.7 | 1.8 | 0.7
COc1cc2c(cc1OC)C1O[C@](c3ccsc3)(C2)OC2=C1C(=O)CC(C)(C)C2 | / | 0.4 | 11.9 | -8.7 | / | / | / | -14.1 | -0.1
O=C(c1ccc(CS(=O)(=O)Cc2ccccc2)cc1)N1CCCCC1 | -4.8 | 5.1 | -6.4 | -0.1 | / | / | / | -27.0 | 1.4
CCOC(=O)c1c(C)nc(C)c2c(=O)oc3ccccc3c12 | 11.3 | 1.3 | -1.3 | 1.3 | 13.1 | 0.7 | 25.2 | -29.2 | -0.5
COc1ccc(CN2C(=O)NC3(CCCc4ccccc43)C2=O)cc1F (stereo not drawn) | -2.5 | 3.8 | -3.3 | -4.8 | -10.4 | 0.4 | -2.9 | -9.3 | 0.8
CCOc1ccc(S(=O)(=O)N2CCC(C(=O)NCc3ccccn3)CC2)cc1Cl | -8.3 | 0.4 | 5.1 | -5.7 | -14.3 | 0.3 | 4.3 | 0.6 | -0.4
O=c1c2[nH]c3ccc(F)cc3c2ncn1CCCn1ccnc1 | 1.1 | 2.2 | -0.4 | 1.9 | 1.1 | 0.2 | -0.5 | -4.5 | 0.0
COc1cccc(Oc2cn[nH]c2-c2ccc(OCC(=O)NN)cc2O)c1 | 10.4 | 3.8 | 1.6 | -7.2 | -13.9 | 0.7 | -0.1 | -4.8 | 0.2
Cc1[nH]n(C)c(=O)c1N=Nc1ccc(S(C)(=O)=O)cc1 | -4.6 | 2.2 | 2.0 | 2.8 | -4.0 | 0.6 | 0.5 | -33.8* | -0.1
Cc1cc(C)n2nc(SCC(=O)Nc3ccc(F)c(F)c3F)nc2n1 | 5.3 | 3.4 | 2.6 | -11.5 | -39.8 | -0.3 | -0.8 | -7.2 | 0.2
CN(C)c1ccc(/C=N/NC(=O)CCC(=O)NCc2ccccc2)cc1 | 13.1 | -0.6 | -7.9 | -3.2 | -15.5 | 0.6 | -3.8 | 4.7 | 0.0
COc1ccccc1CNC(=O)c1c(O)nc2cc(C)ccn2c1=O | / | 2.1 | -0.9 | 1.8 | / | / | -3.4 | -3.1 | 0.1
COCC(=O)Nc1nnc(SCC(=O)NCc2cccs2)s1 | -0.1 | 2.6 | -2.3 | -2.6 | -2.4 | 0.5 | 16.5 | -11.4 | 0.3
N#Cc1ccccc1S(=O)(=O)N1CCN(c2nc(-c3cccnc3)nc3ccccc23)CC1 | -10.7 | 0.4 | 3.7 | -5.5 | -0.9 | -0.5 | 7.6 | 0.1 | -0.2
CSc1nccc(Oc2cccc(C#N)c2)n1 | -7.6 | 1.9 | 0.0 | -10.2 | -2.0 | -0.7 | 2.9 | -33.0* | -1.0
CCOc1cc(-c2noc(N)c2C(=O)OC)cc(OCC)c1OCC | 7.2 | -0.9 | -10.5 | -0.5 | 14.2 | 0.2 | -2.4 | 4.0 | 0.0

Some of the entries so far, with two lines to a compound.
Fields: RXFP1 antagonist, D1 agonist, TRHR enhancer, D1 potentiator, D2 antagonist, D2 ag, D2 PAM, D1 antag, TRHR ag
Cc1cc(C)n2nc(SCC(=O)Nc3ccc(F)c(F)c3F)nc2n1
→ 5.3, 3.4, 2.6, -11.5, -39.8, -0.3, -0.8, -7.2, 0.2
CN(C)S(=O)(=O)c1cccc(NC(=O)COC(=O)CCc2nc3ccccc3s2)c1
→ -3.2, 8.7, 1.9, -8.1, -6.1, -0.2, 2.8, -8.7, -0.4
N#Cc1ccccc1S(=O)(=O)N1CCN(c2nc(-c3cccnc3)nc3ccccc23)CC1
→ -10.7, 0.4, 3.7, -5.5, -0.9, -0.5, 7.6, 0.1, -0.2
O=c1c2[nH]c3ccc(F)cc3c2ncn1CCCn1ccnc1
→ 1.1, 2.2, -0.4, 1.9, 1.1, 0.2, -0.5, -4.5, 0.0
CC(C)n1c(SCC(=O)NCc2ccco2)nnc1C1CC1
→ 0.8, 3.6, 0.1, -0.5, -1.1, 0.4, -1.3, 6.2, 0.4
CCOc1cc2nc3c4ccccc4n(C)c3nc2cc1OCC
→ -6.7, 0.4, 5.0, -5.5, -7.2, 1.7, -1.6, -1.3, -1.1
